# Assay outcomes deposited in PubChem by several laboratories.
# TRAIL sens C8: sensitizes caspase-8 expressing cells to TRAIL; inhibition (viability loss, TRAIL sensitization), % at 10 µM; AID 624354; NB7+C8 cells + TRAIL, ATPlite viability luminescence; hit rate 1% among 360,000;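 active = compounds causing at least 50% loss of cell viability in the single-dose screen, relative to plate controls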
# NR2E3 ag-1: NR2E3 (human) agonism; GST-NR2E3/biotin-RetCOR TR-FRET, 1536-well; Q9Y5X4; AID 2300; hit rate 0.12% among 320,000; inhibition of corepressor binding, % at 4.78 µM;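 active = percent inhibition above the cutoff of mean plus 3 SD of all tested compounds, set per screening campaign, cut at about 20% in these data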;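 note: 0% = DMSO wells and 100% = biotin wells as full block of FRET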
# Target sequence (Q9Y5X4 whole entry, looked up): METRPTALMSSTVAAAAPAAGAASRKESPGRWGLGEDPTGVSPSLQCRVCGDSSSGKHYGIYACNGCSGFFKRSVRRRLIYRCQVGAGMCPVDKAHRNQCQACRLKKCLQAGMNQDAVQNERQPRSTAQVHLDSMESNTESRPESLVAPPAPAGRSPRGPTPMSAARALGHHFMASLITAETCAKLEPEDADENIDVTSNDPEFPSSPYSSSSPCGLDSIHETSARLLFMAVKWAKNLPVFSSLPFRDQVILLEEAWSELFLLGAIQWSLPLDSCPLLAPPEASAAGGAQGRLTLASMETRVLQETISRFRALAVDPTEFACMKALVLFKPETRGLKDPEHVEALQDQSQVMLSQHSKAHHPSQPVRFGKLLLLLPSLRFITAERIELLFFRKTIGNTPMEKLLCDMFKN
#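 Format: 1536-well format; test system: GST-NR2E3 and biotin-RetCOR proteins; read-out basis: percent inhibition of TR-FRET ratio; timing: 5 h incubation at 4 °C; detection: time-resolved FRET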
# Peg3 promoter: inhibitors of Peg3 promoter; HeLa PEG-Prom luciferase reporter, luminescence, overnight; inhibition, % at 20 µM; hit rate 1.7% among 360,000; AID 588405;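 active = inhibition of at least 50% at 20 µM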
# MITF TRPM1 inh: MITF TRPM1 promoter inhibition in SK-MEL-5 cells; inhibition, % at 12.5 µM; AID 488899; hit rate 0.83% among 330,000; SK-MEL-5 TRPM1 promoter luciferase, 24 h;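 active = mean inhibition across replicates of 60% or more, whatever share of single replicates reaches that level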; note: values of inactives mirror those of a sister screen read the other way
# TROY signal inh: blocks TROY-dependent signaling in reporter cells; Q293 LMP1-TROYcd NF-kB luciferase reporter, 4 h; inhibition, % at 10 µM; hit rate 0.98% among 360,000;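 active = compounds whose plate-normalised and pattern-corrected inhibition of the luciferase reporter signal at the single screening dose is 50% or more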
# HIF-2a block: inhibitors of HIF-2a. inhibition, % at 18.8 µM. 786-0 RCC cells HIF-2a reporter, luciferase luminescence, overnight. hit rate 0.72% among 360,000;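 active = inhibition of the luminescence signal of 40% or more relative to plate controls, in a single-dose primary screen at 18.75 µM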
# Shn3 3UTR inh: Schnurri-3 reporter inhibition in Clone20 osteoblasts; Clone20 osteoblast Shn3 3'UTR firefly luciferase, 24 h; inhibition, % at 12.5 µM; hit rate 0.52% among 360,000; AID 588674;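 active = mean inhibition of at least 75% with every replicate also reaching 75%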;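 note: 0% = median of neutral control wells and 100% = pilot-screen positive control compound; some compounds past the cut are filed as inactive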
# NR2E3 ag-2: agonists of human NR2E3 nuclear receptor | AID 602229 | CHO-S Gal4-NCOR/VP16-NR2E3 two-hybrid, luciferase | inhibition of corepressor binding, % at 3.98 µM | Q9Y5X4 | hit rate 0.35% among 360,000;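 active = inhibition above the mean of all tested compounds plus 3 SD, cut at about 70% in these data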;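 note: 0% = DMSO with NR2E3 transfected cells and 100% = cells lacking NR2E3 construct; higher means lower luciferase signal from less NR2E3 corepressor binding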
# KKLEB cytotox: CF airway cell cytotoxicity counter-screen. hit rate 0.36% among 360,000. AID 602141. KKLEB CF airway cells viability, ATPlite luminescence, overnight; hits give low values; cells stimulated with P. aeruginosa culture filtrate. activity change (cytotoxicity), % at 5 µM;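 active = corrected activity change at or below -50% at 5 µM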
# CF NFkB block: inhibitors of cystic fibrosis induced NF-kB. KKLEB NF-kB-GFP reporter, PAF-induced, GFP fluorescence overnight. inhibition, % at 5 µM. hit rate 0.86% among 360,000. AID 588850;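 active = at least 50% inhibition at 5 µM, scaled per plate between neutral and stimulator controls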;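 note: PAF is a Pseudomonas aeruginosa culture filtrate used as stimulus; plate controls were PAF-stimulated DMSO wells for no effect and unstimulated DMSO wells for full effect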
# TWEAK Fn14 block: TWEAK-Fn14 signaling inhibition; inhibition, % at 10 µM; hit rate 2% among 360,000; TWEAK-stimulated Fn14 reporter cells, luciferase luminescence, 8 h; in the data active = inhibition above about 50%
# Active calls of the source: *; . = not tested or not shown. These rows are one share of the data. The share of hits here may be higher or lower than overall.
structure	TRAIL sens C8	NR2E3 ag-1	Peg3 promoter	MITF TRPM1 inh	TROY signal inh	HIF-2a block	Shn3 3UTR inh	NR2E3 ag-2	KKLEB cytotox	CF NFkB block	TWEAK Fn14 block
O=C(COC(=O)c1ccc2ccccc2c1O)NCc1ccccc1	10	1	1	19	0	-2	13	22	-1	6	-1
Cc1ccc(C2(C)NC(=O)N(CC(=O)N3CCN(S(=O)(=O)c4ccc(Cl)s4)CC3)C2=O)cc1 (stereo not drawn)	0	3	7	7	0	16	-7	10	3	7	13
CC(=O)Nc1ccc(NC(=O)c2ccc(S(=O)(=O)N(C)c3ccccc3)cc2)cc1	7	2	15	-2	20	23	7	-1	11	-14	3
O=C(Nc1ccc(N2CCN(C(=O)c3ccccc3)CC2)cc1)c1ccc(Br)o1	-1	0	-45	-5	-2	-40	37	9	6	-2	-10
O=C(COC(=O)c1c(F)cccc1F)Nc1ccc(N2CCCCC2)cc1	-7	.	-14	-16	-58	-50	-27	-2	5	25	-18
CCCCN(C=O)c1c(CC)nc2c(OCCOc3ccccc3)cccn12	9	.	11	.	4	3	-2	-8	11	-38	-16
COc1ccc(C(=O)c2[nH]c(N)c(C(=O)NCCc3c[nH]c4ccccc34)c2-c2ccc(C(F)(F)F)cc2)cc1	-7	.	.	.	-18	-8	.	-2	.	.	6
COc1ccc(/C=N/NC2=NCCCCC2)cc1	-15	3	-81	1	5	-73	-20	-20	-4	-4	-17
COCCN1C(=O)/C(=C/c2ccc(N3CCCC3)cc2)SC1=S	11	1	-65	-29	-20	-77	-35	-3	3	-134	-2
Cc1cc(NC(=S)N(Cc2ccc(Cl)cc2)Cc2ccc(C(=O)O)cc2)ccc1Cl	-4	0	25	-19	13	8	-10	16	9	-9	15
Cn1c(=O)n(Cc2ccccc2)c(=O)c2c1nc1n2CCN1Cc1ccco1	-1	3	8	2	-18	20	21	8	-6	2	-2
COc1ccc(OC)c(C2=NS(=O)(=O)N(C)C(C(=O)NCc3ccco3)=C2)c1	2	-1	14	14	-3	21	-8	-22	5	-12	-12
COCCn1c(=S)[nH]c2ccccc21	-8	2	-1	16	-5	7	-1	-38	10	-5	12
COc1cc(/C=N/Nc2nc(-c3ccc(S(=O)(=O)N(C)C)cc3)cs2)ccc1O	20	0	8	25	12	-19	.	-5	9	-4	81*
CCN1CCN(C(=O)CSc2nc(N)cc(N)n2)CC1	-3	-2	-7	9	-7	17	2	7	7	-20	-7
Cc1ccccc1NC(=O)CN1C(=O)NC(C)(CCc2ccccc2)C1=O (stereo not drawn)	2	1	18	-2	14	7	17	-16	-8	-4	-1
N#Cc1ccc(C(=O)N2CCCCC2c2cc(C(=O)Nc3ccccc3Cl)no2)cc1 (stereo not drawn)	-11	.	-10	.	9	-6	2	17	-9	0	5
CCOC(=O)C1(C)CCCN(C(=O)c2ccc3c(c2)CCO3)C1 (stereo not drawn)	-16	.	12	.	-9	6	-12	9	8	10	18
CSc1ccccc1NC(=O)CCc1ccccc1	-2	0	-41	4	-20	-80	-26	2	21	2	-3
CCc1nnc(SCC(=O)Nc2nnc(C)s2)n1CC1CCCO1 (stereo not drawn)	-2	0	6	4	-1	3	-6	21	-5	23	8
CCOC(=O)c1c(NC(=O)CN2CCCc3ccccc32)sc(C)c1C	-5	-1	-44	-14	1	-49	13	11	-19	21	1
C=CCc1cccc(/C=N/NC(=O)c2ccc3nc[nH]c3c2)c1O	31	0	24	14	20	-52	78	-31	5	12	-7
O=C(COc1nncc2ccccc12)Nc1ccc(F)c(F)c1	-6	-3	16	6	16	10	-14	-9	2	17	10
N#CCCC(C#N)(c1cccnc1)N1CCOCC1 (stereo not drawn)	-12	.	7	.	4	13	6	12	18	-16	-5
COc1cc(N)c2ncsc2c1	-5	.	12	9	4	17	13	23	-22	13	15
CC1CN(C(=O)C2(C)CC2(Br)Br)CC(C)O1 (stereo not drawn)	-7	-1	-6	3	2	8	-8	-16	11	12	6
CC1=C(C(=O)N2CCOCC2)CC(CC(=O)NCCN2CCOCC2)C(=O)N1Cc1ccc(F)cc1 (stereo not drawn)	-17	.	11	.	-11	12	-22	-33	-5	11	7
CC(=O)N1CCc2cc(S(=O)(=O)NC(Cc3ccccc3)C(=O)NC3CCCCCC3)ccc21 (stereo not drawn)	-5	0	11	-5	12	11	9	-9	-3	0	-3
CN1CCn2cnc(C(=O)NCC(=O)OC(C)(C)C)c2C1=O	5	.	-23	.	-5	1	-17	-11	-8	10	4
COCCNC(=S)N(C)[C@H]1C[C@H]2c3cc(N4CCN(C)CC4)ccc3CCN2C(=O)[C@H]1[C@H](C)O	2	.	5	.	3	9	-13	-7	-2	9	-24

# Compound profiles, as listed above. Order of values: TRAIL sens C8 | NR2E3 ag-1 | Peg3 promoter | MITF TRPM1 inh | TROY signal inh | HIF-2a block | Shn3 3UTR inh | NR2E3 ag-2 | KKLEB cytotox | CF NFkB block | TWEAK Fn14 block
# `CC1=C(C(=O)N2CCOCC2)CC(CC(=O)NCCN2CCOCC2)C(=O)N1Cc1ccc(F)cc1` (stereo not drawn) as listed: -17 | . | 11 | . | -11 | 12 | -22 | -33 | -5 | 11 | 7
# `N#CCCC(C#N)(c1cccnc1)N1CCOCC1` (stereo not drawn) as listed: -12 | . | 7 | . | 4 | 13 | 6 | 12 | 18 | -16 | -5

# Marked active in TWEAK Fn14 block (from the list above):
molecule | NR2E3 ag-1 | Peg3 promoter | MITF TRPM1 inh | HIF-2a block | Shn3 3UTR inh | NR2E3 ag-2 | CF NFkB block | TWEAK Fn14 block
COc1cc(/C=N/Nc2nc(-c3ccc(S(=O)(=O)N(C)C)cc3)cs2)ccc1O | 0 | 8 | 25 | -19 | . | -5 | -4 | 81*

# (next part)
structure	TRAIL sens C8	NR2E3 ag-1	Peg3 promoter	MITF TRPM1 inh	TROY signal inh	HIF-2a block	Shn3 3UTR inh	NR2E3 ag-2	KKLEB cytotox	CF NFkB block	TWEAK Fn14 block
C/C(=C\c1ccccc1)C(=O)NCCc1ccccc1	10	1	-228	-47	-49	-186	-49	-109	4	-3	-7
CC/C(=N\NC(=O)CCC(=O)NCc1ccccc1)c1ccc(O)cc1	-9	1	13	16	2	7	30	19	-12	15	15
CCOC(=O)c1cc(-c2ccc(F)cc2)n(CC(=O)NC(C)CC)c1C (stereo not drawn)	-1	0	19	-4	-7	20	6	0	8	-19	10
CCOc1ccc2oc(C(=O)NC(C)(C)CC)c(C)c2c1	-2	-4	-221	-61	-83	-222	-26	-56	11	3	-14
CCOc1ccc(-c2csc(NNC3=NCCCCC3)n2)cc1	-1	-2	-55	-5	-19	-131	-43	-24	21	-9	-2
Cc1c(C(C)(C)C)sc(=NC(=O)c2ccccc2O)n1C	42	0	-295	-23	56*	-247	-6	-109	-9	20	47
CCCN(CCC)CCCOC(=O)c1ccc(Cl)cc1Cl	-1	4	-18	-3	-3	8	-17	-7	-7	4	-21
COc1ccccc1-c1nnc(C2CCN(S(=O)(=O)c3cccc([N+](=O)[O-])c3)CC2)o1	1	2	17	7	15	9	-1	3	-8	4	-5
COc1ccccc1/C=N/NC(=O)C(=O)NCc1cccnc1	-5	3	8	17	1	27	2	-20	5	-2	5
COc1cccc(NC(=O)C2CCN(C(=O)NC3CCCCC3)CC2)c1	6	3	-3	17	31	-48	-1	-14	-5	-4	46
O=C(NCc1ccncc1)c1ccc2nc([C@@H]3O[C@H](CO)[C@H](O)[C@H](O)[C@H]3O)[nH]c2c1	0	.	12	.	-8	2	-3	4	9	-20	16
COc1ccc(-c2nc(-c3ccccc3)nc(N3CCN(C)CC3)c2C#N)cc1	16	0	27	-1	4	-11	-9	-12	-8	-4	6
COc1ccc(-n2ncc3c(=O)n(CC(=O)Nc4ccc5c(c4)OCCO5)cnc32)cc1	17	4	14	5	-10	-12	8	5	-2	17	21
O=C(Nc1ccccc1)C(Cl)C(=O)c1ccccc1 (stereo not drawn)	-2	8	-112	-48	0	-129	-6	-29	-2	2	11
CCCNS(=O)(=O)c1ccc(C(=O)NCC2CCCO2)cc1 (stereo not drawn)	-12	2	5	8	0	-5	-10	3	6	4	-14
COc1ccc([C@H]2CC(=O)C[C@@H](CCn3cc(-c4ccncc4)nn3)O2)cc1	14	.	.	.	-13	10	.	-17	.	.	10
COc1cccc(C2NC(=O)NC(C)=C2C(=O)Nc2ccc(C)cc2)c1OC (stereo not drawn)	-4	-1	-14	-9	-8	23	-4	-8	6	-6	-3
Cc1nnc(SCC(=O)Nc2ccc([N+](=O)[O-])cc2)n1C	-7	6	5	-2	2	16	-24	17	7	-4	-23
COc1ccccc1CNc1nc2ccccc2n1CCN1CCCCC1	13	-1	5	0	28	9	25	-9	-7	-2	-3
COc1ccc(NC(=O)c2ccc(C(=O)Nc3ccc(OC)cc3OC)cc2)c(OC)c1	-7	-1	10	1	-1	13	5	15	-1	12	1
CCCCONc1ncnc2nonc12	-1	-2	2	14	13	-5	-15	-6	14	-8	22
COc1c(Cl)cc(C(=O)Nc2cccnc2)cc1Cl	6	.	-41	.	-35	-62	-8	-15	-4	-16	1
COc1ccc(-c2cn(-c3cccc(C)c3)c(=O)[nH]2)cc1OC	4	3	-37	.	-5	-102	-35	-22	4	0	-5
CC(=O)NC(=S)Nc1cccc2c(C)cc(C)nc12	-9	-6	-13	5	-4	17	7	18	-1	-19	0
O=C1c2cccc3cccc(c23)C(=O)N1CCN1CCN(C(=S)Nc2ccccc2)CC1	-19	2	10	-4	-15	16	32	5	21	-62	-30
CN(C(=O)C(C)(C)C)c1ccc(OCC(=O)N2CCc3ccccc3C2)cc1	2	-4	11	27	24	12	79	76*	-27	1	25
CC1(C)Oc2ccc3ccc(=O)oc3c2C(/C=N/O)=C1Cl	-14	-2	14	3	-8	-1	-15	-15	0	11	1
COc1cc(OC)cc(C(=O)NNC(=O)CNC(=O)c2ccc(Br)o2)c1	-5	2	-1	18	-17	15	-11	-15	-5	-19	-4
CN(C)c1cccc(NC(=O)c2cccc3ccccc23)c1	12	-2	-70	12	-28	-56	-16	-29	15	-6	-23
Cc1cc(O)c(C2(C(F)(F)F)NCCNC2=O)cc1C (stereo not drawn)	4	-2	-6	13	-7	14	-20	-6	3	-1	-3
COc1ccc(NC(=O)CSc2n[nH]c(N)n2)c([N+](=O)[O-])c1	-13	2	18	-9	11	2	3	-30	21	-20	-9
O=c1oc2ccccc2c(O)c1Sc1c(O)c2ccccc2oc1=O	-4	.	10	-6	15	2	11	-6	1	0	12
Cc1ccc(S(=O)(=O)NC2CC(C)(C)NC(C)(C)C2)cc1C	-5	5	19	-5	0	15	-111	-63	-3	3	1
O=c1cc(CO)oc(CN2CCN(c3ccccc3F)CC2)c1O	2	2	0	9	8	9	18	-25	5	4	-18
O=C(NCc1ccccn1)Nc1ccc(F)c(Cl)c1	-15	0	-22	-16	-1	-52	7	-36	-7	1	6
CCC(=O)N1CCc2cc(S(=O)(=O)NCCC(=O)N3CC=C(c4ccccc4)CC3)ccc21	-14	-3	8	7	-10	9	17	20	-21	2	-14
CCOC(=O)C1C(=O)C(=O)N(C(C)C)C1C(=O)OCC (stereo not drawn)	-25	.	10	-2	7	-9	18	-21	-4	11	6
